SDO1 yeast rescue – restores growth of sdo1-depleted yeast. S. cerevisiae sdo1-depleted JHY4D growth rescue, OD600 30 h; stronger effect = higher value; pdr5 snq2 efflux-pump mutant strain. z-score at 10 µM. 140,000 compounds, 0.21% hits. AID 817;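 active means z-score above 3 at both the 24 hr and the 30 hr optical density reads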;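 further: z-score against mean and SD of all compound wells on the same plate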
Insulin prom inh – TRM-6 insulin promoter activity inhibition. TRM-6 cells (human fetal islet line), insulin promoter-eGFP reporter, imaging; reporter expression induced with tamoxifen. inhibition, % at 2 µM. 130,000 compounds, 0.9% hits. AID 1273;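 active means inhibition above the mean plus 3 SD, with well images judged a real hit on visual review, cut at about 60% in these data, passing the limit was not always enough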
SDO1 yeast rescue Rescue 24 h – second read-out of SDO1 yeast rescue, no call of its own (marks repeat the call); z-score; S. cerevisiae sdo1-depleted JHY4D growth rescue, OD600; measured here: growth rescue at 24 h;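 0 is the plate mean of compound wells and units are plate SD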
An asterisk follows results filed as active; x = not tested or not shown.

Insulin prom inh	SDO1 yeast rescue Rescue 24 h	SDO1 yeast rescue	SMILES
-54.8	-0.49	-0.62	O=C(CN1CCN(Cc2ccccc2Cl)C1=O)NC1CCCCCCC1
x	0.21	1.06	NC(=O)C1CCN(C(=O)c2cc3n(n2)C(C(F)(F)F)CC(c2ccco2)N3)CC1 (configuration not stated)
-44.1	-0.67	-0.5	Cc1ccc2c(CSc3nc4nc(C)cc(C)n4n3)cc(=O)oc2c1
7.1	-0.53	0.1	Cn1nc(C(=O)Nc2ccc(S(=O)(=O)N3CCCCC3)cc2)ccc1=O
-19.4	-1.09	-1.97	CC(C)C(c1nnnn1Cc1cccs1)N1CCN(c2ccccc2)CC1 (configuration not stated)
-121.2	2.25	3.8	CCN(CC(=O)NCc1ccc(F)cc1)CC(O)COCc1cccc(OC)c1 (configuration not stated)
-161.9	0.26	0.76	Cc1ccc(/C(O)=C/C(=O)C(=O)NNC(=O)C(O)(c2ccccc2)c2ccccc2)cc1
23.8	x	x	Cc1nc(CN2CCC(c3ccccc3)CC2)cc(=O)[nH]1
30.6	-0.02	0.11	CSc1nccc(Oc2cncc(Cl)c2)n1
-42.9	x	x	CSc1ccccc1NC(=O)CN1CCCCC1
26.5	-0.81	-1.06	COc1cc(/C=c2/sc3nc(-c4ccccc4)c(-c4ccccc4)n3c2=O)cc(OC)c1OC
x	-0.03	-0.13	CCOC(=O)CCC(=O)Nc1ccccc1C(N)=O
17.1	0.49	0.2	O=C(/C=C/c1ccccc1)N1CCCN(C(=O)/C=C/c2ccccc2)CC1
-114.8	x	x	O=C(NCC1CCCO1)C1CCCN1C(=O)Nc1ccc(Cl)c(Cl)c1 (configuration not stated)
x	2.42	2.69	CCOCCCNC(=O)c1c(-c2ccccc2)noc1C
81.1*	2.37	0.23	CCCCCN1CC(O)=C(c2nc(-c3ccc(Cl)cc3)cs2)C1=N
25.0	0.77	0.26	COC(=O)[C@@H]1CC[C@H](C)[C@@H](c2ccc(C)cc2)N1C(=O)c1ccc(/C=N/O[C@H](C)c2cn([C@@H]3COC[C@H]3O)nn2)cc1
-25.0	1.13	0.75	CCc1cc(/C(Cc2ccccn2)=N\O)c(O)cc1O
-11.1	0.47	0.5	C/C(Cc1ccccc1)=N\NC(=O)CNC(=O)c1ccccc1Br
63.2	x	x	COc1ccccc1N/C=C1/Sc2cc(Cl)ccc2NC1=O
-7.1	-0.26	-0.49	Cc1ccn2cc(-c3ccc(NS(=O)(=O)c4ccccc4)cc3)nc2c1
-54.9	-0.15	-0.09	Nc1c(C(=O)NCc2ccc3c(c2)OCO3)nnn1-c1ccc(OC(F)(F)F)cc1
-26.7	-0.78	-0.67	O=C(Nc1ccccc1Cl)C1(c2ccccc2)CC1(Cl)Cl (configuration not stated)
x	1.31	0.09	Nc1ccc(C2=Nc3cccc4cccc(c34)N2)cc1
0.0	2.18	1.17	CC(=O)NC(N1CCCCC1)C(F)(F)C(F)(F)C(F)(F)C(F)F (configuration not stated)
-31.6	2.22	0.25	Cc1onc(-c2ccccc2)c1-c1n[nH]c(=S)n1-c1ccccc1Cl
26.5	0.98	-0.07	CCn1c(SCC(=O)Nc2ccc(Cl)cc2)nc2nc3c(cc2c1=O)CCCC3
25.0	-0.54	-0.28	CCCCOc1ccc(C2OC34CCCCC3C(C#N)(C#N)C2(C#N)C(=N)O4)cc1 (configuration not stated)
26.7	1.12	1.6	CN(CC(=O)Nc1ccc(N2CCOCC2)cc1)CC(=O)Nc1cccc(C#N)c1
48.6	0	0.41	CCOC(=O)c1oc2ccccc2c1N

An excerpt of these results, as labelled records.
Molecule: CSc1ccccc1NC(=O)CN1CCCCC1
  Insulin prom inh = -42.9 | SDO1 yeast rescue Rescue 24 h = x | SDO1 yeast rescue = x
Molecule: COc1cc(/C=c2/sc3nc(-c4ccccc4)c(-c4ccccc4)n3c2=O)cc(OC)c1OC
  Insulin prom inh = 26.5 | SDO1 yeast rescue Rescue 24 h = -0.81 | SDO1 yeast rescue = -1.06

Following part:
Insulin prom inh	SDO1 yeast rescue Rescue 24 h	SDO1 yeast rescue	SMILES
-40.4	-1.15	-1.62	CCOc1cccc(-c2nnc3sc(-c4cc(OC)c(OC)c(OC)c4)nn23)c1
7.7	-0.55	-0.29	Cc1[nH]n(-c2ccccc2)c(=O)c1C(C[N+](=O)[O-])c1ccc(F)cc1 (configuration not stated)
21.9	-1.1	-0.8	CC1(C)Cc2cccc(OCC(=O)O)c2O1
-42.9	1.49	1.27	COc1ccc(C2C(C(C)=O)=C(O)C(=O)N2CCc2c[nH]c3ccccc23)cc1OC (configuration not stated)
17.9	-0.63	0.07	COc1ccc(Cl)cc1S(=O)(=O)N1CCCC1
-36.1	0.16	0.36	Cc1ccc(S(=O)(=O)NN2C(=O)c3ccccc3NC2(C)C)cc1
-9.7	0.67	0.24	CC(=O)CSc1nnc(NC(=O)CCc2ccccc2)s1
-14.3	x	x	O=C(N1CCOCC1)N1CCN(C(=O)N2CCOCC2)CC1
-38.5	1.79	1.53	Cc1cc(C)c(S(=O)(=O)Nc2ccc(O)c(Sc3ncn[nH]3)c2)c(C)c1
-37.1	0.33	1.33	CCn1c(SCC(=O)Nc2nc(C)cs2)nnc1C(C)NC(=O)c1ccccc1 (configuration not stated)
x	2.47	1.39	Cc1cccc(C)c1NC(=O)CSc1nc(C)c(CC(=O)c2ccc(Br)cc2)c(C)c1C#N
x	-0.36	-2.09	O=C(CCSc1nnc(-c2ccncc2)o1)Nc1ccc(F)cc1
x	-0.68	-0.36	COc1cccc(-c2csc3nnc(SCC(=O)NCc4cccs4)n23)c1
-21.6	0.19	0.17	O=C(NCCCCCCNC(=O)OC1CCS(=O)(=O)C1)OC1CCS(=O)(=O)C1 (configuration not stated)
32.2	0.45	-1.36	N#CC(/C(=N/S(=O)(=O)c1cccs1)c1ccccc1)c1nc2ccccc2[nH]1 (configuration not stated)
42.9	x	x	Cc1c(NC(=S)NC(=O)c2ccc(-c3ccc(Cl)cc3)o2)cccc1C(=O)O
-437.9	-0.3	0	CC1(C)CC(=O)C(C=NCc2ccc3c(c2)OCO3)=C(O)C1
35.7	0.48	0.55	CCCCn1nnc(NC(=O)COc2ccc(Cl)c(C)c2)n1
x	-0.69	-0.06	CCC(=Nc1ccc(N)cc1)C1=C(O)C(C(=O)OC)C(C)(C)CC1=O (configuration not stated)
25.0	0.25	0.68	Cc1ccc(C2/C(=C(/O)c3ccc(Br)cc3)C(=O)C(=O)N2Cc2ccco2)o1 (configuration not stated)
-3.0	-0.4	-0.47	Cc1cc(C(=O)OCC(=O)N2CCN(c3ccccc3)CC2)c2ccccc2n1
x	0.05	0.45	CC(=O)Nc1ccc(NC(=O)c2ccco2)cc1
x	-0.82	-0.95	COc1ccc(N2CC(C)Cn3c2nc2c3c(=O)n(Cc3ccc(F)cc3)c(=O)n2C)c(OC)c1 (configuration not stated)
0.0	x	x	C=CCc1ccccc1OCCOc1ccc([N+](=O)[O-])cc1/C=N/NC(N)=O
-14.3	x	x	S=c1[nH]nc(-c2ccccn2)n1/N=C/c1cccc(Cl)c1
-36.4	x	x	CC(C)N(C(C)C)S(=O)(=O)c1ccc(Cl)nc1
-40.0	0.62	1.08	O=C(CN1CCN(Cc2ccccc2Cl)CC1)N/N=C/C=C\c1ccccc1[N+](=O)[O-]
3.2	0.2	0.15	Cc1ccc(-c2nn3c(=O)c(C)nnc3s2)cc1
x	0.85	0.51	CC1(C)CC(=O)c2cnc(NC(=O)C3CCCC3)nc2C1
32.4	-1.23	-1.53	CCn1c(SCc2cccc(C)c2)nnc1-c1ccccc1

Four entries from above in another layout.
molecule	Insulin prom inh	SDO1 yeast rescue Rescue 24 h	SDO1 yeast rescue
O=C(NCC1CCCO1)C1CCCN1C(=O)Nc1ccc(Cl)c(Cl)c1 (configuration not stated)	-114.8	x	x
CCOCCCNC(=O)c1c(-c2ccccc2)noc1C	x	2.42	2.69
CCCCCN1CC(O)=C(c2nc(-c3ccc(Cl)cc3)cs2)C1=N	81.1*	2.37	0.23
COC(=O)[C@@H]1CC[C@H](C)[C@@H](c2ccc(C)cc2)N1C(=O)c1ccc(/C=N/O[C@H](C)c2cn([C@@H]3COC[C@H]3O)nn2)cc1	25.0	0.77	0.26

Compound profiles, as listed above.
`O=C(NCCCCCCNC(=O)OC1CCS(=O)(=O)C1)OC1CCS(=O)(=O)C1` (configuration not stated) is entered as Insulin prom inh: -21.6; SDO1 yeast rescue Rescue 24 h: 0.19; SDO1 yeast rescue: 0.17
`CC1(C)CC(=O)c2cnc(NC(=O)C3CCCC3)nc2C1` is entered as Insulin prom inh: x; SDO1 yeast rescue Rescue 24 h: 0.85; SDO1 yeast rescue: 0.51

Further entries follow.
Insulin prom inh	SDO1 yeast rescue Rescue 24 h	SDO1 yeast rescue	SMILES
-73.0	0.4	0.24	Cc1ccc(S(=O)(=O)NCCCNC(=O)N2CCOCC2)cc1
x	-0.26	-0.36	CCOc1ncccc1C(=O)OCC(=O)c1cc(C)n(Cc2ccco2)c1C
-35.0	0.48	1.15	CC1CCN(c2c(NCC3CCC(C(=O)NCc4ccccc4Cl)CC3)c(=O)c2=O)CC1 (configuration not stated)
-19.1	x	x	O=C(Cc1ccccc1F)Nc1ccccc1-c1ccccc1
-14.8	-0.97	-0.46	CCOc1ccccc1N(CC(=O)Nc1cccnc1)S(C)(=O)=O
7.7	x	x	CCN(CC)C(=O)CSc1nnc(COc2cccc(C)c2)n1C
-2.9	0.18	0.34	Cn1c(=O)c2c(ncn2CC(=O)Nc2ccccc2N2CCOCC2)n(C)c1=O
12.5	x	x	Cn1cc(Br)c(C(=O)n2cc(Br)cn2)n1
-17.1	-0.65	-1.52	COC(=O)Nc1nc(-c2ccccc2)c(C(=O)c2ccccc2)s1
46.7	0.5	0.78	Cc1nn(-c2ccccc2)c(NC(=O)c2cccs2)c(-c2ccccc2)c1=O
x	2.02	0.2	CCOc1cccc(C(=O)Nc2nnc(-c3ccco3)s2)c1
x	-1	-1.9	CC(=O)OC1CC(C)N(C(=O)c2ccccc2)c2ccc(C)cc21 (configuration not stated)
-30.0	x	x	Cc1ccc2c(c1)S/C(=C/c1ccc[n+](C)c1)N2CCO
x	-0.21	-0.56	O=C(Nc1nc2c(s1)CCCC2)c1cc(-c2ccc3c(c2)OCO3)nc2ccccc12
35.1	-1.19	-0.54	CCOC(=O)C1=C(C)NC(=O)NC1C (configuration not stated)
x	-0.72	-1.6	Cc1cccc(OCC(=O)NC(=S)N2CCCc3ccccc32)c1
21.6	0.04	-0.28	COc1ccc(NS(=O)(=O)c2cc(NC(=O)c3ccc(C)o3)ccc2N2CCCCC2)cc1
x	-1.05	-2.04	c1ccc(N2CCOCC2)c(Nc2nc3ccccc3n3cnnc23)c1
14.3	x	x	Clc1cc2c(cc1/C=N/Nc1nc(N3CCOCC3)nc(N3CCOCC3)n1)OCO2
0.0	x	x	O=C(Nc1cccc(-c2cn3c(n2)SCC3)c1)c1ccc2c(c1)OCO2
38.0	-0.45	0.62	Cc1ccc(S(=O)(=O)NC2(C(=O)O)CCCCC2)cc1
34.6	1.55	1.07	O=C(NC(CO)(CO)CO)c1coc(=O)c(Br)c1
-15.8	-2.21	-1.35	N/C(=N\OC(=O)c1ccco1)c1ccc(Br)cc1
x	-1.49	-1.34	COc1cc(CNn2c(C)n[nH]c2=S)cc(Cl)c1OCc1ccccc1
-11.6	0.17	0.67	CCOc1ccccc1OCC(=O)Nc1ccc(S(=O)(=O)Nc2ncccn2)cc1
29.2	-0.6	-0.44	O=C(O)C1CCC(=O)N(C2CC2)C1c1ccccc1 (configuration not stated)
-206.9	0.07	-0.34	CCOc1cc(/C=N/O)cc(Br)c1OCC
x	0.47	0.25	O=S(=O)(c1ccc(F)cc1)N1CCN(CC(O)COCc2cccs2)CC1 (configuration not stated)
7.1	-0.54	-0.52	CC(C)c1ccc(-c2c(C#N)c(N)nc3c2CCCCC3)cc1
21.4	x	x	Cc1cc(-c2cn3ccccc3n2)c(C)n1-c1ccccc1
0.0	x	x	CC(C)(C)NC(=O)/C(=C\c1ccccc1F)NC(=O)c1ccc([N+](=O)[O-])cc1
20.0	x	x	Cc1ccc(-c2nc(N)n(C(=O)c3ccco3)n2)cc1
33.3	x	x	Cc1cccc(NC(=O)NCc2ccc3c(c2)OCO3)c1C
-11.1	0.37	-1.11	COc1ccc(OCC(=O)Nc2nnc(-c3ccco3)s2)cc1
13.3	x	x	CC(C)(C)C(O)CN1CCCC1 (configuration not stated)
13.8	0.48	0.72	CN(C(=O)c1cc(-n2cnnc2)ccc1Cl)c1ccccc1
25.8	-0.77	-0.36	CC1CN(S(=O)(=O)c2ccc(-c3nc4ccccc4s3)cc2)CC(C)O1 (configuration not stated)
-12.9	2.94	1.74	O=C(/C=C/c1ccc2ccccc2c1)c1ccoc1
-16.7	0	1.04	NC(=S)N=Nc1c(O)[nH]c2ccccc12
x	-0.64	-0.35	O=C(Nn1c(-c2ccccc2)nc2ccccc2c1=O)C1CCC1
x	0.89	0.66	COc1ccc(NC(=O)NCc2cccn2C)c(OC)c1
14.3	-2.03	-2.37	On1c2c(c3c4nonc4ccc31)CCCC2
-2.9	0.15	0.24	c1csc(CNCCCN2CCOCC2)c1
-10.5	-0.7	0.38	CC1Nc2ccccc2C(=O)N1NS(=O)(=O)c1ccccc1 (configuration not stated)
-8.1	0.36	0.66	CCOC(=O)c1ccc(N2NC(=O)/C(=C/c3ccc(OC(=O)c4ccco4)c(OC)c3)C2=O)cc1
23.8	x	x	Cc1nc(C(=O)N(C)C)nn1-c1ccc([N+](=O)[O-])cc1
-11.1	-1.49	-1.27	CCOC(=O)c1cccc(Nc2ncnc3ccccc23)c1
-9.7	1.03	0.33	O=C(N/N=C/C=C/c1ccccc1)c1ccc(Br)cc1
-6.7	x	x	CCOc1cc(/C=C(\C#N)C(=O)NCC2CCCO2)ccc1OCC(N)=O (configuration not stated)

Assay outcomes: PubChem, several laboratories

This is a subset; the hit share may differ from the screen's.
